# PvdQ acylase = P. aeruginosa PvdQ acylase inhibition. purified PvdQ acylase, fluorescence plate reader. inhibition, % at 10 µM. 0.063% of 340,000 active. AID 488965; in the data active = inhibition above about 30%, passing the limit was not always enough; inconclusive = no clear call, values can overlap the other calls;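 note: 0% = vehicle neutral wells and 100% = reference inhibitor wells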
# SR-BI HDL uptake = blocks mouse SR-BI lipid uptake from DiI-HDL; Q61009; ldlA[mSR-BI] CHO cells, DiI-HDL uptake fluorescence, 3 h; inhibition, % at 12.5 µM; 0.96% of 320,000 active; AID 488896;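 active = mean replicate inhibition of at least 70% and a set share of replicates each scoring 70 or more; inconclusive = meets just one of the two criteria; inactive = fails both criteria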;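 note: 0% = median of neutral control wells and 100% = median of positive control wells; values of inactives mirror those of a sister screen read the other way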
# Wnt act = Wnt/beta-catenin pathway activation; AID 743398; 1.2% of 300,000 active; activation, % at 9.35 µM; Wnt/beta-catenin reporter cell assay, activator, plate reader; in the data active = activation above about 30%, passing the limit was not always enough; inconclusive = no clear call, values can overlap the other calls;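 note: 0% = neutral control wells and 100% = positive control wells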
# HTR5A ag ctr = counter-screen for OPRM1-OPRD1 agonists: human HTR5A agonism; 0.61% of 340,000 active; activation, % at 9.3 µM; P47898; HTR5A agonist assay, luminescence, cell-based; in the data active = activation mostly above about 9.5%, no sharp cut-off; inactive = mostly below about 7.6%;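 note: 0% = cells with vehicle only and 100% = reference agonist; strong numbers were not always called active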
# MITF TRPM1 HTS = activators of MITF-driven TRPM1 promoter activity in SK-MEL-5 cells | activation, % at 12.5 µM | SK-MEL-5 TRPM1-promoter luciferase, 24 h; % of positive control, neutral wells = 0 | 0.75% of 300,000 active | AID 588334;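 active = mean activation of at least 80% with every replicate also reaching 80%; inconclusive = mean reaches 80% but some replicate falls short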;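 note: 0% = neutral control wells and 100% = parthenolide positive control wells; values of inactives mirror those of a sister screen read the other way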
# HTR5A inv ctr = HTR5A inverse agonism, opioid heterodimer counter-screen. P47898. HTR5A cell line, luminescence. inhibition, % at 9.3 µM. 0.083% of 340,000 active; in the data active = inhibition mostly above about 23%, no sharp cut-off; inactive = mostly below about 18%;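 note: 0% = cells with DMSO and 100% = no-cell wells with DMSO; some compounds called inactive have numbers as strong as hits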
# CDK5 p35 inh = blocks human CDK5/p35 kinase activity | Q00535+Q15078 | AID 488839 | inhibition, % at 10 µM | 0.01% of 330,000 active | Recombinant CDK5/p35, ADP-Glo luminescence, 60 min;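 active = highest replicate inhibition of at least 50% and at least 75% of replicates reaching 50%; inconclusive = only one of the two criteria met; inactive = both criteria failed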;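 note: plate controls were DMSO neutral control for no effect and GW8510 at 10 µM for full effect; many of its hits are not listed in these tables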
# Target sequence (Q00535 whole entry, looked up): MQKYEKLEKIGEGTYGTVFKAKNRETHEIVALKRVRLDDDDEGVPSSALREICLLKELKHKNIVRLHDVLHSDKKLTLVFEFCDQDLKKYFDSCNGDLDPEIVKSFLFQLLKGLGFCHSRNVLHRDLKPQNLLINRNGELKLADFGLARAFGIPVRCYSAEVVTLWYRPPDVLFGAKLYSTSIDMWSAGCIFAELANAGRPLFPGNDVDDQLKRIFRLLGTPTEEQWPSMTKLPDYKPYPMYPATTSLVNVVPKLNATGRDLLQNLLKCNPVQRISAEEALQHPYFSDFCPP
# Target sequence (Q15078 whole entry, looked up): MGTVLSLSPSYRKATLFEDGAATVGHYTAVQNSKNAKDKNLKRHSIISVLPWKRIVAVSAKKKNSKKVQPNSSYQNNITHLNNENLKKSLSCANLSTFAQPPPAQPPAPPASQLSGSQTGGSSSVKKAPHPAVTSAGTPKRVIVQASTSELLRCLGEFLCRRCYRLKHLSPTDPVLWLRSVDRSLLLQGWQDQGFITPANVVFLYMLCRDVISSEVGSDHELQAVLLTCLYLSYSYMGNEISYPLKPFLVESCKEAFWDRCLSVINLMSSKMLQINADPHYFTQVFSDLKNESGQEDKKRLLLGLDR
# V-ATPase pHluor = yeast V-ATPase proton transport regulation by pHLuorin; S. cerevisiae, pHLuorin cytosolic pH fluorescence; response, % at 10 µM; 0.37% of 350,000 active; AID 504577; in the data active = response mostly above about 7.3%, no sharp cut-off; inactive = mostly below about 5.4%; note: actives read high; inactives centre near 0; some compounds called inactive have numbers as strong as hits; reference of the scale not given here
# dFosB act = activators of mouse delta FosB homodimer; P13346; purified delta FosB, TAMRA-CDK5 oligo fluorescence polarization; percent of positive-control signal above neutral wells; activation, % at 25 µM; 0.99% of 340,000 active;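 active = mean activation above about 17%, with every replicate also reaching it, limit read from the data, passing the limit was not always enough; inconclusive = only one of the two conditions met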;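 note: fluorescence polarization rise as delta FosB binds a TAMRA Cdk5 AP-1 oligo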
# Target sequence (P13346 whole entry, looked up): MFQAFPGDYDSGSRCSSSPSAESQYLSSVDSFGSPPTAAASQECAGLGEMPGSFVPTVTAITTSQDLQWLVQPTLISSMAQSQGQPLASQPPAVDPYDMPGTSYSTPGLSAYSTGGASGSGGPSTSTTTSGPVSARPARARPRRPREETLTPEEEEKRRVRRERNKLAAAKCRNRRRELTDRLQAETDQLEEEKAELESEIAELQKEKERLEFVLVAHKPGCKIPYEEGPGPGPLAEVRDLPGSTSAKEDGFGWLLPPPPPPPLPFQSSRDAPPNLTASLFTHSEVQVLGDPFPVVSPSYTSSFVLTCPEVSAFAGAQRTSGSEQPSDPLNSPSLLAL
# NSD2 inh = blocks human histone methyltransferase NSD2; NSD2 peptide methylation, AlphaScreen, 120 min; AID 743445; O96028; inhibition, % at 12.5 µM; 0.54% of 310,000 active; in the data active = inhibition above about 50%
# * hit, by the source's call; ? = inconclusive; · = not tested or not shown.
# Sequence of screens – HTR5A inv ctr	Wnt act	MITF TRPM1 HTS	dFosB act	HTR5A ag ctr	CDK5 p35 inh	SR-BI HDL uptake	NSD2 inh	PvdQ acylase	V-ATPase pHluor
1) COc1ccc(S(=O)(=O)NCc2ccc(C(=O)N(C)Cc3ccco3)cc2)cc1
    -7	·	-2	1	7	-2.9	2	11	-8	1
2) O=C(Nc1ccccn1)C1CCN(S(=O)(=O)c2ccc3c(c2)OCCCO3)CC1
    8	-2	-6	-1	-3	1.5	4	-6	-8	2
3) O=C(/C=C/c1ccco1)NC1CCCC1
    4	8	3	2	-1	0.0	1	-9	-14	-1
4) COc1ccc(Cl)cc1NS(=O)(=O)c1cccc(C(=O)NCC2(N(C)C)CCCCC2)c1
    -9	1	6	-12	-1	-0.6	-4	0	-5	5
5) COc1ccc(CNC(=O)C2CC(c3ccc(OC)cc3)=NO2)cc1 (centres undefined)
    5	·	-6	4	-5	-0.4	0	-3	-8	4
6) c1ccc(COc2ccc(CNCc3cccs3)cc2)cc1
    -6	1	40	-6	-1	0.0	·	-5	18	-1
7) CCCn1c(SCC(=O)NCc2ccc(Cl)cc2)n[nH]c1=O
    -17	2	-6	-9	3	0.3	-7	-1	8	7
8) COc1ccc(-n2nnnc2/C=C/Nc2cc(C(F)(F)F)ccc2OC)cc1
    0	-3	-6	-13	-2	0.5	41	-2	-15	-2
9) CC(C)CCSc1cc(NCCO)c([N+](=O)[O-])c2nonc12
    -8	0	3	-18	3	-0.6	-1	4	-6	-1
10) CC12COC3(C(=O)Nc4ccc(Cl)cn4)CC1CCC32C (centres undefined)
    -10	-4	·	-1	3	-0.3	-4	-1	-10	-3
11) CCCN(CC(=O)Nc1ccc(F)c(F)c1F)C(=O)c1ccc2c(=O)n3c(nc2c1)CCC3
    -27	5	6	-8	11	-1.0	12	0	6	-5
12) Cn1cc(/C=C/C(=O)N2CCCC(C(=O)c3cccc(C(F)(F)F)c3)C2)cn1 (centres undefined)
    4	-1	5	-14	0	0.2	-23	-1	-19	-2
13) Cn1cc(CC(=O)N2CCN(c3ccccc3F)CC2)c2ccccc21
    2	11	9	-10	-1	0.4	15	·	2	2
14) COc1ccc(/C=C/C(=O)OCC(=O)Nc2ccc(C)cc2)cc1S(=O)(=O)N1CCOCC1
    4	-1	-5	-9	5	1.0	28	-4	-12	0
15) COc1cc(CNn2c(C)n[nH]c2=S)cc(Cl)c1OCc1ccc(F)cc1
    3	·	-2	-8	-1	2.1	51	3	-6	0
16) O=C(NCCOc1ccccc1)C1CCC(=O)N(Cc2ccc(Cl)cc2)C1 (centres undefined)
    -8	0	4	-1	3	1.6	-12	-8	3	3
17) CCOc1ccc(NC(=O)CN(C)C(=O)c2cccnc2Sc2ccc(C)cc2C)cc1OCC
    -8	0	-11	-12	0	1.3	11	3	0	1
18) O=C(Nc1cccc(Cl)c1N1CCOCC1)c1cccnc1
    -5	-2	13	1	2	0.2	·	-8	-8	-1
19) CN1CCc2c(sc3nc(SCC(=O)N4CCCCC4)n(-c4ccccc4)c(=O)c23)C1
    1	-1	-5	-8	0	-1.0	-21	5	-13	-2
20) CC(CCc1ccccc1)NC(=O)c1ccc(F)cc1 (centres undefined)
    -1	-1	6	4	0	1.6	·	-2	-13	2
21) CCCCCCNC(=O)CC(NS(=O)(=O)c1ccc(OC)cc1)C(C)C (centres undefined)
    -42	-2	-1	-8	1	2.3	-21	-2	-9	0
22) COc1ccc(-c2ccc(OC)c([C@H]3[C@H]4C=CC[C@@H](C)[C@@H]4C(=O)N3Cc3ccccc3)c2)cc1C
    -19	-10	3	0	-2	0.5	-13	·	-9	0
23) O=C(N/N=C/c1ccc(N2CCOCC2)o1)c1cccc([N+](=O)[O-])c1
    -20	-1	3	-6	3	0.0	26	2	2	2
24) O=C(Nc1nnc(Cc2ccccc2)s1)c1cccnc1
    -46	5	12	-10	0	1.6	-3	-1	-20	-1
25) Cc1ccc(NC(=O)CN2C(=O)S/C(=C/c3ccc(O)c([N+](=O)[O-])c3)C2=O)cc1C
    7	-9	7	4	-3	-1.1	-1	21	-6	4
26) COCc1nnc(NC(=O)C2CC(=O)N(C3CCCCC3)C2)s1 (centres undefined)
    -21	0	-1	-1	0	2.4	-27	13	-16	1
27) CC(=O)c1ccc(N2CCN(C(=O)COc3ccccc3F)CC2)c(F)c1
    -21	0	·	-1	-2	0.7	26	-3	-13	0
28) CCOC(=O)CSc1nc2ccccc2c(=O)n1-c1ccc(C(=O)NCCOC)cc1
    -13	15	3	-5	3	-11	9	-4	-16	3
29) CCN=C1SC(CC(=O)Nc2ccc(C)cc2)C(=O)N1CC (centres undefined)
    32	·	6	-10	-1	-1.9	17	-2	-9	-2
30) CCOC(=O)C/C(C)=N\Nc1ccc([N+](=O)[O-])cc1[N+](=O)[O-]
    -1	-2	-2	-8	0	1.1	-10	35	-14	2
31) COc1ccc(CN2CCN(C(=O)c3cccc4ccccc34)CC2)c(OC)c1OC
    14	0	-8	-6	-4	1.8	3	1	-9	2
32) Cc1ccc(/C=N/Nc2nnc(Cc3ccccc3)c(=O)[nH]2)o1
    2	-2	0	-3	0	-3.9	5	-3	-2	-2
33) CCN(CC)C(=O)c1[nH]cnc1C(=O)N[C@@H](C)C(=O)OCc1ccccc1
    -11	0	·	-1	4	0.2	-10	·	4	0
34) COc1cccc(NC(=O)CN(C)C(=O)c2ccc3c(c2)S(=O)(=O)N=C2CCCCCN23)c1
    -10	-2	-4	-2	-3	-5.7	22	-2	-8	0
35) COCCNC(=O)C(c1ccc(F)cc1)N(Cc1ccccc1)C(=O)CCC(=O)Nc1nccs1 (centres undefined)
    9	-2	17	-3	-2	1.1	-12	4	-14	-2
36) CC(C)N(C(C)C)S(=O)(=O)c1ccc(NC(=O)c2cnccn2)cc1
    2	1	-5	-6	-1	1.0	-3	-1	5	2
37) CC(=O)c1ccc(OCCCOc2cccc3cccnc23)cc1
    -4	-1	·	-11	1	-1.4	22	1	-16	4
38) CCCCCCNCCn1cnc2c(N)ncnc21
    ·	·	8	0	·	-0.1	-25	1	-4	-3
39) CCCCOC(=O)Nc1cccc(C(=O)OCC)c1
    -16	17	24	-12	6	-0.1	12	-2	9	2
40) CC(=N\Nc1ccc(Cl)cc1)/C(=N/O)C(=O)Nc1ccccc1
    -22	-1	·	-2	-5	0.0	5	19	8	-2

# Pulled by structure from the list above (7):
# Sequence of screens – HTR5A inv ctr	Wnt act	MITF TRPM1 HTS	dFosB act	HTR5A ag ctr	CDK5 p35 inh	SR-BI HDL uptake	NSD2 inh	PvdQ acylase	V-ATPase pHluor
36) CC(C)N(C(C)C)S(=O)(=O)c1ccc(NC(=O)c2cnccn2)cc1
    2	1	-5	-6	-1	1.0	-3	-1	5	2
34) COc1cccc(NC(=O)CN(C)C(=O)c2ccc3c(c2)S(=O)(=O)N=C2CCCCCN23)c1
    -10	-2	-4	-2	-3	-5.7	22	-2	-8	0
24) O=C(Nc1nnc(Cc2ccccc2)s1)c1cccnc1
    -46	5	12	-10	0	1.6	-3	-1	-20	-1
27) CC(=O)c1ccc(N2CCN(C(=O)COc3ccccc3F)CC2)c(F)c1
    -21	0	·	-1	-2	0.7	26	-3	-13	0
37) CC(=O)c1ccc(OCCCOc2cccc3cccnc23)cc1
    -4	-1	·	-11	1	-1.4	22	1	-16	4
38) CCCCCCNCCn1cnc2c(N)ncnc21
    ·	·	8	0	·	-0.1	-25	1	-4	-3
39) CCCCOC(=O)Nc1cccc(C(=O)OCC)c1
    -16	17	24	-12	6	-0.1	12	-2	9	2

# Remaining list, next part:
# Sequence of screens – HTR5A inv ctr	Wnt act	MITF TRPM1 HTS	dFosB act	HTR5A ag ctr	CDK5 p35 inh	SR-BI HDL uptake	NSD2 inh	PvdQ acylase	V-ATPase pHluor
41) Cc1nc2ccc(F)cc2cc1C(=O)NCc1ccco1
    -2	4	·	-2	1	-0.8	-19	-6	4	0
42) Cc1c(N2C(=O)c3ccc(F)cc3C2=O)c(=O)n(-c2ccccc2)n1C
    -5	-6	·	3	0	-1.3	4	-5	-2	5
43) COC(C[C@@H](O)C[C@@H](O)COCc1ccccc1)OC
    -36	-2	14	-4	0	0.4	-6	·	-13	-2
44) COC(=O)COc1cc(Cl)c(C=O)cc1OC
    -2	-4	-4	-6	1	-0.3	1	1	6	2
45) CCOc1cccc(NC(=O)C2CCCN(S(=O)(=O)c3ccc(OC)cc3)C2)c1 (centres undefined)
    -14	·	-7	0	-1	2.0	-1	0	-12	0
46) Cc1ccc(N(C(=O)c2sc(C)nc2C)C(C(=O)NC(C)(C)C)c2ccncc2)cc1 (centres undefined)
    6	-4	4	-1	-2	-0.9	-18	0	-3	0
47) COC(=O)C1=C(C)NC(=O)NC1c1ccc(OCC(=O)N2CCCCC2)cc1 (centres undefined)
    -19	·	-10	-5	8	-0.8	22	-1	-1	4
48) COc1cc2ccccc2nn1
    1	3	5	5	-1	0.6	-27	-2	-6	-1
49) CC(OC(=O)c1ccc2c(c1)OCCO2)C(=O)c1ccccc1 (centres undefined)
    -12	-1	?	-3	4	0.2	-37	2	-11	2
50) O=C(c1ccccc1S(=O)(=O)NCc1ccccc1)N1CCCC1
    -12	-3	2	-10	4	0.0	-7	·	-1	6
51) Cc1ccc(C)c(N=Cc2ccc(-c3ccc([N+](=O)[O-])cc3)o2)c1
    -20	3	-3	-6	2	-6.7	10	2	10	0
52) CC(=O)c1ccc(NC(=O)CCC(=O)N2CC(C)Oc3ccc(C)cc32)cc1 (centres undefined)
    -15	-2	1	-7	-1	1.3	22	-4	2	2
53) CN(C)c1ccc(CN(C(=O)c2ccccc2Br)C2CCS(=O)(=O)C2)cc1 (centres undefined)
    8	0	3	-4	2	1.1	3	6	2	2
54) CCn1c(=O)cc(SCC(=O)Nc2cccc(SC)c2)c2ccccc21
    -15	·	·	-14	6	-3.2	38	-6	-3	2
55) COc1ccccc1NC(=O)Nc1nc(CC(=O)NCc2cccnc2)cs1
    -9	1	-4	0	3	-1.4	45	0	-16	-6
56) O=S(=O)(Nc1ccc(O)c(CN2CCCCC2)c1)c1ccccc1
    -1	·	6	-5	0	-0.8	-6	5	-16	4
57) O=C(CSc1nncs1)NCc1ccc(F)cc1
    8	1	2	-2	0	2.1	·	1	16	0
58) O=C(NC(=S)Nc1cc(C(F)(F)F)ccc1N1CCOCC1)c1ccc(-c2cccc(Cl)c2)o1
    12	·	12	-4	4	0.7	-8	0	-7	0
59) CCOc1ccc(CCNS(=O)(=O)c2ccc3c(c2)NC(=O)CO3)cc1OCC
    24	-5	5	-10	0	-1.9	-5	2	-10	-1

# Bioassay records as filed in PubChem BioAssay.
